TAAR1 antag: human TAAR1 antagonism; Q96RJ0; CHO RD-HGA16 TAAR1, Fluo-8 calcium fluorescence, antagonist; inhibition, % at 3 µM; actives 1.5% (n = 360,000); AID 624466;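 active means inhibition above a per-plate cutoff, the mean inhibition of test compounds on that plate plus 3 SD, cut at about 49% in these data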;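 further: 0% = DMSO plus EC80 beta-PEA response and 100% = DMSO alone without agonist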
Target sequence (Q96RJ0 whole entry, looked up): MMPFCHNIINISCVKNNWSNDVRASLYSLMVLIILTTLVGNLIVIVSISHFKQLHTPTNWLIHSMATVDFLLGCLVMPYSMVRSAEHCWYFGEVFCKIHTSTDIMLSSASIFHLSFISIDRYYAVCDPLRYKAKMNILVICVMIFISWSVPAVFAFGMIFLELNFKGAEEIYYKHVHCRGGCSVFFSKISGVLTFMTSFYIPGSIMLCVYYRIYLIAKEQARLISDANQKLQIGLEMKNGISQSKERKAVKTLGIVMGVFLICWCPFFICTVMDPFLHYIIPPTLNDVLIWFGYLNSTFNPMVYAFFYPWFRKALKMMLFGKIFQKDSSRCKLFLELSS
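System: RD-HGA16 CHO cells with stable hTAAR1 and Gα16 | Probe or stimulus: EC80 β-phenethylamine stimulus | Dosing: 3 µM, single point | Times: Dye loading 75 min at 37 °C, then 30 min room temperature | Measured by: Fluo-8 calcium-sensitive fluorescence | Read-out basis: % inhibition of agonist calcium response | Replicates: n of 1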
M1 ag parental: counter-screen for M1 agonists: effect in parental CHO-K1 cells. Fluo-8 calcium fluorescence; scaled to maximal ATP response, vehicle zero. AID 602248. actives 0.48% (n = 360,000). activation, % at 3 µM; in the data active means activation above about 15%;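 further: untransfected CHO-K1 host cells lacking M1 receptor as counterscreen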
CHRM1 agonist: activates human CHRM1 receptor; P11229; CHO-K1 hM1, Fluo-8 calcium fluorescence, agonist mode; 0% DMSO, 100% acetylcholine EC100; activation, % at 3 µM; actives 0.33% (n = 360,000);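 active means activation above the run's mean compound activation plus 3 SD, cut at about 16% in these data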;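 further: peak over basal fluorescence ratio within a 140 s kinetic read after compound addition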
Target sequence (P11229 whole entry, looked up): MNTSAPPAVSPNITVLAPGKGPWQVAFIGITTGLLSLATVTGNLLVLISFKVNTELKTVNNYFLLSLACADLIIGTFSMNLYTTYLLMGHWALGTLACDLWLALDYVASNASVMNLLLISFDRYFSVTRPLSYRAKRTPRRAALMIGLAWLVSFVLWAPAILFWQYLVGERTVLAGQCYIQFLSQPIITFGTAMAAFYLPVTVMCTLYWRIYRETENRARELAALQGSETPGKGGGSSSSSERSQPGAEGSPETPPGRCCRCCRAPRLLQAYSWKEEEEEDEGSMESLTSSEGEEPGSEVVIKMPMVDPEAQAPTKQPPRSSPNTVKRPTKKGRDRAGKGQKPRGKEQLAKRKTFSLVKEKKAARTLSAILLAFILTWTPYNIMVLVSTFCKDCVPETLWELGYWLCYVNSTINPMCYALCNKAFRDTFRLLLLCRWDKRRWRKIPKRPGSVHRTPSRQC
M1 antag: blocks human M1 muscarinic receptor. P11229. actives 1.3% (n = 360,000). inhibition, % at 3 µM. CHO-K1 hM1, Fluo-8 calcium fluorescence, ACh EC80 antagonist;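 active means percent inhibition above its own plate's cutoff, namely the mean of that plate's compound wells plus 3 SD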;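 further: peak over basal fluorescence ratio during 140 s after agonist addition; 0% = ACh EC80 plus DMSO and 100% = DMSO alone without agonist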
CHO-K1 Ca antag: counter-screen for M1 antagonists: effect in parental CHO-K1 cells; inhibition, % at 3 µM; AID 602250; actives 0.6% (n = 360,000); ATP-induced calcium, Fluo-8 fluorescence;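 active means inhibition above a per-plate cutoff, the plate's mean sample inhibition plus 3 SD, cut at about 24% in these data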;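 further: 0% = DMSO plus EC80 ATP and 100% = DMSO alone without ATP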
M1 PAM: potentiates human M1 receptor response to acetylcholine; actives 0.088% (n = 360,000); CHO-K1 hM1, Fluo-8 calcium fluorescence, ACh EC20; 0% = ACh EC20, 100% = maximal ACh; AID 588819; activation, % at 3 µM; in the data active means activation above about 19%, passing the limit was not always enough
CHO parental Ca: counter-screen: ATP calcium response change in parental CHO cells; actives 0.63% (n = 330,000); AID 463079; inhibition, % at 5.6 µM; parental CHO-K1, ATP-induced calcium, Fluo-8 fluorescence;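 active means inhibition above that plate's mean sample inhibition plus 3 SD, cut at about 26% in these data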;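 further: 0% = ATP-challenged DMSO wells and 100% = DMSO wells without ATP; some compounds past the cut are filed as inactive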
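Material – parental CHO cells · Reagent – ATP stimulus · Compound – single nominal dose of 5.6 µM per compound · Detection – Fluo-8 fluorescence · Read-out basis – percent inhibition of calcium signal · Controls – ATP-challenged DMSO wells low, unchallenged DMSO wells high · Repeats – no replicates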
TAAR1 agonist: human TAAR1 agonism; AID 624467; actives 0.99% (n = 360,000); activation, % at 3 µM; Q96RJ0; CHO RD-HGA16 TAAR1, Fluo-8 calcium fluorescence; vehicle wells 0%, saturating PEA agonist 100%;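 active means activation above the mean activation of all test compounds in the run plus 3 SD, cut at about 38% in these data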
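test system = CHO RD-HGA16 cells carrying human TAAR1 plus Gα16 | schedule = 17-24 h seeding, 75 min 37 °C dye, 30 min RT | compound dosing = 3 µM single concentration | control set = DMSO and PEA EC100 | replicates = n 1 | signal = Fluo-8 fluorescence, 5 s baseline then 140 s kinetic read | measure = percent activation vs PEA EC100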
CHO-K1 Ca PAM: M1 PAM counterscreen hit in parental CHO-K1 cells. ATP EC20, Fluo-8 calcium fluorescence; 0% at ATP EC20, 100% at ATP max. activation, % at 3 µM. actives 0.02% (n = 360,000);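 active means activation above the run cutoff, the mean activation of all test compounds plus 3 SD, cut at about 40% in these data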;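 further: peak over basal fluorescence ratio in a 140 s read after ATP addition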
* marks the source's active call; other numbers are inactive results; . = no result given.

Every second line gives: TAAR1 antag	M1 ag parental	CHRM1 agonist	M1 antag	CHO-K1 Ca antag	M1 PAM	CHO parental Ca	TAAR1 agonist	CHO-K1 Ca PAM
- CCN1CCc2c(OCC(=O)Nc3ccc(C)cc3)cccc2C1=O
 : -23	3.2	0	-7	-1	3	-16	3	2
- O=C(Nc1nc(-c2cccs2)cs1)c1cccc(S(=O)(=O)N2CCCCC2)c1
 : -2	0.2	-5	5	-2	-3	0	3	17
- Cc1ccc2nc(SCC(=O)N3CCN(c4ccccc4)CC3)[nH]c2c1
 : 10	10	-7	-9	1	6	-22	-1	4
- CCOc1ccccc1NC(=O)COC(=O)COc1c(Cl)cc(Cl)c2ccc(C)nc12
 : -9	0.4	-5	-11	-3	8	-4	-1	17
- O=C(c1cc2c(ccc3ccccc32)o1)N1CCN(c2ncc(C(F)(F)F)cc2Cl)CC1
 : 1	-0.1	-1	-6	13	-5	-6	8	2
- CC(=O)c1ccc(-c2cnc3c(NC=O)cc(-c4ccc(C(=O)NC5CC5)cc4)cn23)cc1
 : -11	0.8	-5	-8	-10	8	.	4	23
- CCOC(=O)C1CCCN(S(=O)(=O)c2nc3nc(C)cc(C)n3n2)C1 (stereo not drawn)
 : -19	0.2	-1	-11	14	13	.	1	-22
- Cc1cc(C)cc(NS(=O)(=O)c2cnc(Cl)c(Cl)c2)c1
 : 1	1.9	-4	-1	-12	0	95*	2	14
- c1n[nH]c(SCCCCSc2ncn[nH]2)n1
 : -4	-0.2	-3	6	2	3	0	-2	1
- Cc1ccnc(NCn2nnc3ccccc32)c1
 : -12	0.4	-5	-8	-10	3	-3	3	0

Reprinted from the part before: 2 entries; new compounds follow.
Every second line gives: TAAR1 antag	M1 ag parental	CHRM1 agonist	M1 antag	CHO-K1 Ca antag	M1 PAM	CHO parental Ca	TAAR1 agonist	CHO-K1 Ca PAM
- c1n[nH]c(SCCCCSc2ncn[nH]2)n1
 : -4	-0.2	-3	6	2	3	0	-2	1
- Cc1ccnc(NCn2nnc3ccccc32)c1
 : -12	0.4	-5	-8	-10	3	-3	3	0
- Cc1ccc(Cn2nc(C)c(NC(=O)CSc3nc4c(c(C(F)(F)F)n3)CCc3ccccc3-4)c2C)cc1
 : 5	0.4	-6	-11	2	9	-9	1	5
- Cc1ccc2sc(N3CCN(C(=O)C4=COCCO4)CC3)nc2c1C
 : 6	7.5	4	-4	15	9	-8	6	-14
- COc1ccc(Nc2oc(-c3ccccc3)nc2C#N)cc1
 : -15	0.9	-7	-3	-14	0	-14	0	-2
- COc1ccc(NC(=O)CN2CCC(NC(=O)C3CCCCC3)CC2)cc1
 : 2	0.4	-4	-2	9	0	-2	5	0
- O=C(O)c1ccc(N=C2NC(=O)C(CO)(CO)S2)cc1
 : 2	0.7	-2	-6	5	1	3	1	8
- NS(=O)(=O)c1cccc(NC(=O)CC23CC4CC(C2)CC(CC(=O)Nc2cccc(S(N)(=O)=O)c2)(C4)C3)c1
 : -9	-0.4	-8	-5	-9	-2	-12	3	2
- NS(=O)(=O)OCc1ccc(C(F)(F)F)cc1
 : -4	0.2	-1	3	1	1	-8	10	5
- Cc1ccc(C(=O)Nc2nc(C(N)C(C)C)cs2)cc1 (stereo not drawn)
 : 2	0.0	-3	-11	3	6	.	2	6
- CCOc1ccc(NC(=O)CSc2nnc(-c3ccccn3)n2C)cc1
 : -11	1.3	-3	-6	-7	9	-26	9	17
- CCC(=O)c1ccc(OCC(=O)Nc2ccc(N3CCOCC3)cc2N2CCOCC2)cc1
 : -22	0.5	-2	14	-1	-1	-4	1	9

Among those listed so far, these contain fluorine:
Every second line gives: TAAR1 antag	M1 ag parental	CHRM1 agonist	M1 antag	CHO-K1 Ca antag	M1 PAM	CHO parental Ca	TAAR1 agonist	CHO-K1 Ca PAM
- O=C(c1cc2c(ccc3ccccc32)o1)N1CCN(c2ncc(C(F)(F)F)cc2Cl)CC1
 : 1	-0.1	-1	-6	13	-5	-6	8	2
- Cc1ccc(Cn2nc(C)c(NC(=O)CSc3nc4c(c(C(F)(F)F)n3)CCc3ccccc3-4)c2C)cc1
 : 5	0.4	-6	-11	2	9	-9	1	5
- NS(=O)(=O)OCc1ccc(C(F)(F)F)cc1
 : -4	0.2	-1	3	1	1	-8	10	5

(next part)
Every second line gives: TAAR1 antag	M1 ag parental	CHRM1 agonist	M1 antag	CHO-K1 Ca antag	M1 PAM	CHO parental Ca	TAAR1 agonist	CHO-K1 Ca PAM
- CCc1oc(-c2ccc(OC)cc2)c(C(=O)OCCCCCO)c1C(C)OCCO (stereo not drawn)
 : -9	1.2	.	.	-2	.	.	3	-4
- Cc1sc2nc(CSCC(=O)Nc3ccc(C(F)(F)F)cc3)[nH]c(=O)c2c1C
 : -2	0.5	-2	-2	-12	4	-31	12	6
- COc1ccc(N2CCN(C(=O)CCc3nnc4ccc(N5CCCC5)nn34)CC2)cc1
 : -1	1.4	-14	-13	-18	5	-8	-1	14
- O=C(/C=C/c1c(F)cccc1Cl)Nc1ccncc1
 : -9	0.0	-4	-8	-6	8	-13	13	21
- Cc1c(Cl)cccc1N=Cc1ccc([N+](=O)[O-])s1
 : 4	0.6	2	-8	-21	13	1	4	6
- COC(=O)c1c(C)cc(OC(C)=O)c(C)c1OC(C)=O
 : 8	0.3	-2	2	-12	2	-8	2	19
- COc1ccc(OC)c(NC(=O)c2ccc3c(=O)n(CCc4ccccc4)c(=S)[nH]c3c2)c1
 : -1	-0.1	-4	10	7	-4	-7	2	-8
- C=C(c1ccc2nc(NC(=O)OC)[nH]c2c1)c1cccs1
 : 11	-0.2	-5	-5	-6	-1	.	1	14
- COc1ccc(Cl)cc1NC(=O)Cn1nnc(C(=O)NCCc2ccc(OC)c(OC)c2)c1N
 : 16	8.3	1	1	-10	2	-27	8	2
- CC(=O)Nc1ccc(NC(=O)c2c([N+](=O)[O-])c(C(C)(C)C)nn2C)cc1
 : -16	2.7	0	7	1	-3	-16	2	4
- Cc1ccc(S(=O)(=O)N2CCOCC2)cc1C(=O)OC1CCCCC1=O (stereo not drawn)
 : -29	-0.7	-5	1	-11	1	-18	-1	8
- O=C(O)CN1C(=O)C(=O)N(Cc2ccc(Cl)c(Cl)c2)C1=O
 : -10	-0.1	-1	-16	-2	14	-2	0	6
- COC(=O)c1ccc(OCC(O)CN(CCO)CC(O)Cn2ccc3ccccc32)cc1 (stereo not drawn)
 : -4	3.1	-4	-1	10	-2	-12	10	-8
- COc1ccc(OC)c(NC(=O)c2cccc(NC(=O)c3ccccc3)c2)c1
 : 18	3.1	-4	-6	-16	-1	-15	5	-1
- COc1ccc(S(=O)(=O)NCCc2ccccc2)c2cccnc12
 : -7	1.7	-1	-16	-9	16	-16	0	10
- Cc1cc(S(=O)(=O)N2CCOCC2)ccc1OCC(=O)NCCCn1ccnc1
 : 4	0.4	-9	-4	-15	7	7	1	13
- CCOC(=O)N1CCN(C(=O)c2ccc(N(Cc3ccccc3Cl)S(C)(=O)=O)cc2)CC1
 : -7	0.1	3	-5	4	32*	-1	6	7
- CC1=CC(C)(C)NC(=S)N1c1cccc(Cl)c1
 : 2	1.9	-4	-18	-15	12	.	0	21
- CCOC(=O)Nc1nnc(Cc2ccc(Cl)c(Cl)c2)s1
 : -13	0.0	-5	-14	6	13	-26	19	8
- O=S(=O)(c1cc(F)ccc1F)N1CCN(C2CCCCC2)CC1
 : -18	-0.3	-5	18	0	-8	-9	0	-13
- C[C@H](CO)N1C[C@H](C)[C@@H](CN(C)CC2CCCCC2)Oc2ccc(NC(=O)Cn3cnnn3)cc2C1=O
 : 3	0.6	-9	-5	-16	5	-8	0	13
- COc1ccc(-n2c(C)csc2=S)cc1
 : 0	-0.1	-3	-1	-4	1	-1	1	4
- C[C@@H]1[C@H](O)C[C@@]23COC(=O)C2=CCC[C@@H]3[C@@]1(C)CC/C(=C/CO)CO
 : -17	0.2	2	-18	1	10	-2	1	11
- COc1ccc(N=C2NC(=O)C(CO)(CO)S2)cc1
 : -8	0.8	-2	-15	-5	7	.	8	2
- C=CCNC(=S)NNC(=O)c1cccn(Cc2ccc(Cl)cc2)c1=O
 : -4	0.2	-6	-4	9	14	-7	3	0
- CCOC(=O)CCSc1nc(N2CCOCC2)c2c(c1C#N)CC(C)(C)OC2
 : -7	-0.1	1	-8	9	11	-10	3	0
- COc1ccc(Cl)cc1C(=O)Nc1cccnc1
 : -17	1.6	-2	-4	-8	6	-3	2	23
- O=C(CCc1ccccc1)NC(=S)NCc1ccco1
 : -3	1.4	-6	-4	-11	2	-29	4	2
- O=C(C1CCCO1)N1CCN(C(=S)Nc2cccc(Cl)c2)CC1 (stereo not drawn)
 : -2	-0.3	-3	4	15	-6	-1	1	-13
- N#CC1=C(N)Oc2c(O)cc3ccccc3c2C1c1ccsc1 (stereo not drawn)
 : -24	0.1	-4	-5	1	13	-9	8	7

Of the compounds above, 5 contain an NH in an aromatic ring:
Every second line gives: TAAR1 antag	M1 ag parental	CHRM1 agonist	M1 antag	CHO-K1 Ca antag	M1 PAM	CHO parental Ca	TAAR1 agonist	CHO-K1 Ca PAM
- Cc1ccc2nc(SCC(=O)N3CCN(c4ccccc4)CC3)[nH]c2c1
 : 10	10	-7	-9	1	6	-22	-1	4
- c1n[nH]c(SCCCCSc2ncn[nH]2)n1
 : -4	-0.2	-3	6	2	3	0	-2	1
- Cc1sc2nc(CSCC(=O)Nc3ccc(C(F)(F)F)cc3)[nH]c(=O)c2c1C
 : -2	0.5	-2	-2	-12	4	-31	12	6
- COc1ccc(OC)c(NC(=O)c2ccc3c(=O)n(CCc4ccccc4)c(=S)[nH]c3c2)c1
 : -1	-0.1	-4	10	7	-4	-7	2	-8
- C=C(c1ccc2nc(NC(=O)OC)[nH]c2c1)c1cccs1
 : 11	-0.2	-5	-5	-6	-1	.	1	14

Other structures:
Every second line gives: TAAR1 antag	M1 ag parental	CHRM1 agonist	M1 antag	CHO-K1 Ca antag	M1 PAM	CHO parental Ca	TAAR1 agonist	CHO-K1 Ca PAM
- CN(C)S(=O)(=O)c1ccc(NC(=O)c2ccc([N+](=O)[O-])cc2)cc1
 : -7	0.9	-2	-9	1	-4	-3	2	-13
- CC(=O)c1cccc(NC(=O)NCCc2ccc(Cl)cc2)c1
 : 2	3.2	6	-3	-2	9	-19	4	-5
- CCN(CC(=O)NC1CCS(=O)(=O)C1)S(=O)(=O)c1ccc(Cl)cc1C(F)(F)F (stereo not drawn)
 : -3	0.8	-3	-11	0	5	-2	1	-6
- Oc1ccc(C2=CSC3=NCCN23)cc1O
 : 8	0.8	-9	-4	-13	3	2	0	-2
- CCOc1ccc2[nH]c(C(=O)N/N=C/c3ccccc3OC)cc2c1
 : 47	1.6	-2	-11	-8	10	-6	2	10
- CC1CCc2c(sc(NC(=O)CSc3nc(N)cc(=O)[nH]3)c2C(N)=O)C1 (stereo not drawn)
 : -29	1.6	-4	-5	-1	8	.	1	6

Screens from PubChem.
